Source: PubChem
All columns: NCI-60 one-dose screen, growth in % after 48 h at 10 µM unless noted; 100 = growth as untreated, 0 = no growth, -100 = all killed.
ACHN – ACHN renal cancer; 81,000 tested, 4.9% active
A498 – A498 renal cancer cells. 76,000 tested, 5.4% active. AID 1794774
SF-539 – SF-539 CNS cancer | AID 1794752 | 81,000 tested, 6.8% active
SNB-19 – SNB-19 CNS cancer cells; 81,000 tested, 2.5% active
RXF 393 – RXF 393 renal cancer cells; 77,000 tested, 6.9% active; AID 1794773
SNB-75 – SNB-75 CNS cancer. 79,000 tested, 5% active. AID 1794750
CAKI-1 – CAKI-1 renal cancer. 75,000 tested, 4.7% active
SF-268 – SF-268 CNS cancer cells; 82,000 tested, 3.1% active; AID 1794759
* = called active by the depositor. Rule for the calls: active = growth percent below 10; inactive = the rest.

For COc1ccc(NC(=S)/N=C2\NN=C(c3ccccc3)CS2)cc1 the results were ACHN 105, A498 102, SF-539 100, SNB-19 94, RXF 393 102, SNB-75 95 and SF-268 101.
For N#Cc1c2ncccc2c2nnc3ccccc3n12 the results were ACHN 101, A498 104, SF-539 108, SNB-19 105, RXF 393 111, CAKI-1 112 and SF-268 98.
For CCCCC1(CC)COC(CCC)OC1 (centres undefined) the results were ACHN 99, A498 127, SF-539 98, SNB-19 100, RXF 393 101, SNB-75 99, CAKI-1 84 and SF-268 99.
CCn1cc(C(=O)N/N=C(\C)c2cccs2)c(=O)c2ccc(C)nc21 was read as ACHN 97, A498 82, SF-539 96, SNB-19 94, RXF 393 101, SNB-75 89, CAKI-1 92 and SF-268 88.
For O=C(NNc1ccccc1)Nc1cc(Cl)ccc1Cl the results were ACHN 98, A498 86, SF-539 104, SNB-19 103, RXF 393 106, SNB-75 99, CAKI-1 86 and SF-268 101.
`CC(=O)NNc1ccc2nnc(-c3ccccc3)n2n1` gave ACHN 104, A498 108, SF-539 103, SNB-19 97, RXF 393 101, SNB-75 90, CAKI-1 91 and SF-268 95.
Screening CC1CN(C2=NC(=O)/C(=C\c3ccc(N(C)C)cc3)S2)CC(C)O1 (centres undefined) returned ACHN 103, A498 88, SF-539 99, SNB-19 96, RXF 393 125, CAKI-1 102 and SF-268 95.
For O=C(O)/C=C/C(=O)Nc1ccc(Cl)c(Cl)c1 the results were ACHN 98, A498 121, SF-539 81, SNB-19 82, RXF 393 141, SNB-75 80, CAKI-1 87 and SF-268 108.
Cc1ccc(S(=O)(=O)Oc2ccc(-c3cn4ccsc4n3)cc2)cc1 was read as ACHN 103, A498 95, SF-539 101, SNB-19 95, RXF 393 117, SNB-75 102, CAKI-1 92 and SF-268 107.
For COC(=O)c1ccc2c(c1)c1c(C)c3cnccc3c(C)c1n2C the results were ACHN -28*, A498 -84*, SF-539 -37*, SNB-19 -1.6*, RXF 393 -76*, SNB-75 8.0*, CAKI-1 -10* and SF-268 3.9*.
For CCCCC1Nc2nc(SC)n(C)c(=O)c2CN(Cc2ccccc2)C1=O (centres undefined) the results were ACHN 90, A498 117, SF-539 85, SNB-19 94, RXF 393 77, SNB-75 86, CAKI-1 69 and SF-268 100.
Screening Nc1nc(-c2cccc([N+](=O)[O-])c2)c(N=Nc2ccc(Cl)cc2[N+](=O)[O-])s1 returned ACHN 94, SF-539 97, SNB-19 96, RXF 393 113, SNB-75 98, CAKI-1 75 and SF-268 87.
Screening O=C(/C=C/c1cc(Br)cs1)CC(=O)/C=C/c1cc(Br)cs1 returned ACHN 105, A498 98, SF-539 103, SNB-19 108, RXF 393 117, SNB-75 92, CAKI-1 97 and SF-268 100.
For Cc1cc2c(cc1C)C(=O)C(Br)=C(N)C2=O the results were ACHN 92, A498 83, SF-539 102, SNB-19 85, RXF 393 106, SNB-75 127, CAKI-1 88 and SF-268 93.
CCC(CC)NCCOC(=O)c1ccc([N+](=O)[O-])cc1 was read as ACHN 103, A498 87, SF-539 97, SNB-19 105, RXF 393 104, SNB-75 88, CAKI-1 104 and SF-268 108.
For C[C@]1(C(=O)O)CC2CCC1C2 (some centres undefined) the results were ACHN 104, A498 94, SF-539 105, SNB-19 110, RXF 393 110, SNB-75 107, CAKI-1 103 and SF-268 107.
CNS(=O)(=O)c1ccc([N+](=O)[O-])cc1 was read as ACHN 108, A498 109, SF-539 93, SNB-19 102, RXF 393 103, SNB-75 100, CAKI-1 96 and SF-268 105.
Screening COc1ccc(/C=C(/C2=NCCN2)n2ccc3ccccc32)cc1 returned ACHN 83, A498 89, SF-539 93, SNB-19 92, RXF 393 78, SNB-75 65, CAKI-1 70 and SF-268 79.
For COc1ccc2c(c1)c(-c1nn3cc(-c4nccs4)nc3s1)cn2C the results were ACHN 102, A498 91, SF-539 103, SNB-19 97, RXF 393 110, SNB-75 102, CAKI-1 102 and SF-268 98.
O=C1CCCC(=O)C1 was read as ACHN 99, A498 108, SF-539 98, SNB-19 105, RXF 393 103, SNB-75 106, CAKI-1 104 and SF-268 107.
For Cc1cc(C(=O)O)ccc1[N+](=O)[O-] the results were ACHN 108, A498 95, SF-539 108, SNB-19 113, RXF 393 120, SNB-75 105, CAKI-1 101 and SF-268 99.
`CNS(=O)(=O)c1ccc2c(c1)[nH]c(=S)n2C` gave ACHN 96, A498 104, SF-539 105, SNB-19 99, RXF 393 105, SNB-75 100, CAKI-1 100 and SF-268 114.
For COc1ccc(OC)c(/C=C2\COc3ccc(O)c(O)c3C2=O)c1 the results were ACHN 20, A498 107, SF-539 -23*, SNB-19 34, SNB-75 12, CAKI-1 31 and SF-268 16.
Screening c1ccc2c(-c3nc(-c4ccsc4)cs3)c[nH]c2c1 returned ACHN 90, SF-539 102, SNB-19 103, RXF 393 104, SNB-75 87 and SF-268 93.
`NS(=O)(=O)c1ccc(CCn2c(SCC(=O)c3ccccc3)nc3ccccc3c2=O)cc1` gave ACHN 99, A498 108, SF-539 95, SNB-19 94, RXF 393 108, SNB-75 92, CAKI-1 90 and SF-268 94.
CCOc1ccc2nc(C)cc(Nc3ccc(S(=O)(=O)N=C(N)N)cc3)c2c1 was read as ACHN 83, A498 116, SF-539 92, SNB-19 96, RXF 393 78, SNB-75 87, CAKI-1 88 and SF-268 113.
For O=c1c([N+](=O)[O-])cnc2nc(Nc3ccc(Cl)cc3)[nH]n12 the results were ACHN 99, SF-539 95, SNB-19 100, RXF 393 120, SNB-75 94, CAKI-1 91 and SF-268 98.
`NC(=O)c1cccc(-n2ccc3cc(NC(=O)c4ccc(Cl)c(Cl)c4)ccc32)n1` gave ACHN 105, A498 70, SF-539 93, SNB-19 99, RXF 393 76, SNB-75 105, CAKI-1 90 and SF-268 107.
`Cc1ccc(C2C3CSCN3[C@@]3(C(=O)Nc4ccccc43)C2C(=O)c2nc3ccccc3[nH]2)cc1` (some centres undefined) gave ACHN 89, SF-539 82, SNB-19 80, RXF 393 57, SNB-75 61, CAKI-1 54 and SF-268 64.
Nc1nc(N)c(N=O)c(=O)[nH]1 was read as ACHN 97, A498 109, SF-539 102, SNB-19 113, RXF 393 119, CAKI-1 98 and SF-268 100.
For CN1C(=S)N(C)C2C1NC(=O)N2/N=C/C=C/c1ccccc1[N+](=O)[O-] (centres undefined) the results were ACHN 96, A498 96, SF-539 93, SNB-19 97, RXF 393 107, SNB-75 79, CAKI-1 90 and SF-268 96.
CCOC(=O)Cc1cc(=O)[nH]n(-c2ccccc2)c1=O was read as ACHN 105, SF-539 103, SNB-19 110, RXF 393 129, SNB-75 95, CAKI-1 101 and SF-268 107.
Screening Cc1ccc(Cl)cc1NC(=O)N/C(N)=N/c1nc2ccccc2s1 returned ACHN -50*, A498 5.8*, SF-539 -51*, SNB-19 12, RXF 393 -28*, SNB-75 -4.2*, CAKI-1 -2.7* and SF-268 15.
Screening COc1ccc(C2=Nc3c/c(=C\c4c(O)[nH]c5ccc(Cl)cc45)ccc3=N2)cc1 returned ACHN 70, A498 26, SF-539 60, SNB-19 65, RXF 393 -27*, SNB-75 36, CAKI-1 51 and SF-268 53.
CCOC(=O)C1=C(C(=O)OCC)N(c2c(C)cccc2C)C(N)=C(C#N)C1c1cc(=O)[nH]c2ccccc12 (centres undefined) was read as ACHN 99, A498 61, SF-539 97, SNB-19 99, RXF 393 87, SNB-75 91, CAKI-1 81 and SF-268 97.
O=S1(=O)CCN(Cc2ccccc2)CC1 was read as ACHN 97, A498 76, SF-539 96, SNB-19 92, RXF 393 121, SNB-75 111, CAKI-1 89 and SF-268 92.
For O=C1Nc2ccc(Cl)cc2[C@@](C#CC2CC2)(C(F)(F)F)O1 the results were ACHN 89, A498 106, SF-539 104, SNB-19 103, SNB-75 114, CAKI-1 91 and SF-268 117.
For O=c1c2ccccc2n(C[C@H]2CO2)c2ccccc12 the results were ACHN -27*, A498 96, SF-539 -22*, SNB-19 22, RXF 393 -67*, SNB-75 -29*, CAKI-1 -9.8* and SF-268 -8.6*.
Screening O=C(/C=C/c1ccc2c(c1)OCO2)c1ccc(O)cc1O returned ACHN 76, SF-539 92, SNB-19 92, RXF 393 106, SNB-75 76, CAKI-1 66 and SF-268 84.
Screening Cc1ncc(CC#N)c2c1OC(C)(C)OC2 returned ACHN 104, SF-539 104, SNB-19 98, RXF 393 107, SNB-75 94, CAKI-1 102 and SF-268 94.
Screening Cc1ccc(C(=Nc2ccccc2)N=P(c2ccccc2)(c2ccccc2)c2ccccc2)cc1 returned ACHN 3.0*, A498 -57*, SF-539 -43*, SNB-19 -16*, RXF 393 -23*, SNB-75 16, CAKI-1 -32* and SF-268 -0.4*.
Cc1cccc(Oc2c(/C=N/NC(=O)Cn3c(=O)sc4ccccc43)c(C)nn2-c2ccccc2)c1 was read as ACHN 69, A498 91, SF-539 86, SNB-19 77, RXF 393 89, SNB-75 64, CAKI-1 47 and SF-268 70.
Nc1cc(SCc2ccc(Cl)cc2Cl)ncn1 was read as ACHN 103, A498 119, SF-539 97, SNB-19 96, RXF 393 106, SNB-75 93, CAKI-1 94 and SF-268 95.
COc1cc(-c2cc(-c3ccc(N(C)C)cc3)c(C#N)c(N3CCOCC3)n2)cc(OC)c1OC was read as ACHN 85, A498 105, SF-539 62, SNB-19 83, RXF 393 71, SNB-75 65, CAKI-1 71 and SF-268 82.
`CCCCc1nc(Cl)c(C2CC(c3ccc(S(N)(=O)=O)cc3)=NN2C(C)=O)[nH]1` (centres undefined) gave ACHN 105, A498 109, SF-539 108, SNB-19 100, RXF 393 134, SNB-75 81, CAKI-1 88 and SF-268 97.

Quoted at random: 3 records from the list, in no set order.
CCOC(=O)C1=C(C(=O)OCC)N(c2c(C)cccc2C)C(N)=C(C#N)C1c1cc(=O)[nH]c2ccccc12 (centres undefined) was read as ACHN 99, A498 61, SF-539 97, SNB-19 99, RXF 393 87, SNB-75 91, CAKI-1 81 and SF-268 97.
For O=C(O)/C=C/C(=O)Nc1ccc(Cl)c(Cl)c1 the results were ACHN 98, A498 121, SF-539 81, SNB-19 82, RXF 393 141, SNB-75 80, CAKI-1 87 and SF-268 108.
O=C1CCCC(=O)C1 was read as ACHN 99, A498 108, SF-539 98, SNB-19 105, RXF 393 103, SNB-75 106, CAKI-1 104 and SF-268 107.

Returning to the listing, repeating the 5 entries before the break.
Screening Cc1ccc(C(=Nc2ccccc2)N=P(c2ccccc2)(c2ccccc2)c2ccccc2)cc1 returned ACHN 3.0*, A498 -57*, SF-539 -43*, SNB-19 -16*, RXF 393 -23*, SNB-75 16, CAKI-1 -32* and SF-268 -0.4*.
Cc1cccc(Oc2c(/C=N/NC(=O)Cn3c(=O)sc4ccccc43)c(C)nn2-c2ccccc2)c1 was read as ACHN 69, A498 91, SF-539 86, SNB-19 77, RXF 393 89, SNB-75 64, CAKI-1 47 and SF-268 70.
Nc1cc(SCc2ccc(Cl)cc2Cl)ncn1 was read as ACHN 103, A498 119, SF-539 97, SNB-19 96, RXF 393 106, SNB-75 93, CAKI-1 94 and SF-268 95.
COc1cc(-c2cc(-c3ccc(N(C)C)cc3)c(C#N)c(N3CCOCC3)n2)cc(OC)c1OC was read as ACHN 85, A498 105, SF-539 62, SNB-19 83, RXF 393 71, SNB-75 65, CAKI-1 71 and SF-268 82.
`CCCCc1nc(Cl)c(C2CC(c3ccc(S(N)(=O)=O)cc3)=NN2C(C)=O)[nH]1` (centres undefined) gave ACHN 105, A498 109, SF-539 108, SNB-19 100, RXF 393 134, SNB-75 81, CAKI-1 88 and SF-268 97.
`Nc1ccc(Nc2ccc(N)cc2)cc1` gave ACHN 105, A498 84, SF-539 108, SNB-19 105, RXF 393 112, CAKI-1 90 and SF-268 110.
Screening CC(O)c1ncc(/C=C2\SC(=S)N(Cc3ccco3)C2=O)s1 (centres undefined) returned ACHN 95, SF-539 79, SNB-19 91, RXF 393 102, SNB-75 94, CAKI-1 88 and SF-268 101.
`Cc1ccc(S(=O)(=O)N2CCC2)cc1` gave ACHN 103, A498 120, SF-539 91, SNB-19 105, RXF 393 98, SNB-75 92, CAKI-1 90 and SF-268 108.
For Cc1cccc(-n2c(SCC(=O)Nc3ccc(S(=O)(=O)Nc4nccs4)cc3)nc3ccccc3c2=O)c1 the results were ACHN 96, A498 106, SF-539 94, SNB-19 98, RXF 393 101, SNB-75 79, CAKI-1 98 and SF-268 101.
Screening Clc1nn2c(Cn3cnc4c(NCc5ccccc5)ncnc43)nnc2c2ccccc12 returned ACHN 17, A498 22, SF-539 51, SNB-19 62, RXF 393 39, SNB-75 37, CAKI-1 3.6* and SF-268 42.
`O=CN1N=C(c2ccc(Cl)cc2)CC1c1cccc(Nc2ccnc3cc(Cl)ccc23)c1` (centres undefined) gave ACHN 31, A498 9.8*, SF-539 -26*, SNB-19 43, RXF 393 -0.4*, SNB-75 1.2* and SF-268 37.
CC(=O)N1CCN(c2ccc(NC(=O)COc3ccc(C4CCCCC4)cc3)cc2)CC1 was read as ACHN 86, A498 81, SF-539 94, SNB-19 92, RXF 393 84, SNB-75 89, CAKI-1 65 and SF-268 90.
C#CCOc1ccc2ncnc(Nc3ccc(NC(=O)C=C)cc3)c2c1 was read as ACHN -97*, A498 74, SF-539 -10*, SNB-19 18, RXF 393 -81*, SNB-75 70, CAKI-1 24 and SF-268 6.2*.
Screening CCOC(=O)c1cnc2ccc(Cl)cc2c1NCCCN(C)C returned ACHN 18, A498 31, SF-539 -13*, SNB-19 24, RXF 393 -3.2*, SNB-75 36, CAKI-1 -4.2* and SF-268 1.8*.
`CC1=C(C(=O)Nc2cccc(C(F)(F)F)c2)C(c2ccc(F)cc2)C2=C(CC(C)(C)CC2=O)N1` (centres undefined) gave ACHN 76, A498 51, SF-539 69, SNB-19 75, RXF 393 72, SNB-75 51, CAKI-1 53 and SF-268 68.
O=C(O)c1ccccc1C(=O)c1cccc2c(Br)cccc12 was read as ACHN 96, A498 105, SF-539 98, SNB-19 114, RXF 393 88, SNB-75 92, CAKI-1 96 and SF-268 104.
